TEAD-YAP inh: TEAD-YAP interaction inhibition, primary screen, TEAD-YAP interaction inhibitor project, luminescence, HEK-TIYL cells. TEAD-Gal4/YAP UAS-luciferase luminescence. hit rate 1.4% among 640,000. inhibition, % at 9.12 µM; in the data active = inhibition above about 32%;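 also: 0% = median of test compound wells and 100% = reference inhibitor wells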
MITF primary: MITF inhibitors, primary screen, biochemical, AlphaScreen, human | hit rate 0.91% among 650,000 | Microphthalmia-associated transcription factor (Homo sapiens), O75030 | AlphaScreen MITF homodimerization, bead proximity signal | inhibition, % at 2.6 µM | AID 1259374, 2018; in the data active = inhibition above about 50%;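 also: 0% = vehicle wells with protein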
Target sequence (O75030 whole entry, looked up): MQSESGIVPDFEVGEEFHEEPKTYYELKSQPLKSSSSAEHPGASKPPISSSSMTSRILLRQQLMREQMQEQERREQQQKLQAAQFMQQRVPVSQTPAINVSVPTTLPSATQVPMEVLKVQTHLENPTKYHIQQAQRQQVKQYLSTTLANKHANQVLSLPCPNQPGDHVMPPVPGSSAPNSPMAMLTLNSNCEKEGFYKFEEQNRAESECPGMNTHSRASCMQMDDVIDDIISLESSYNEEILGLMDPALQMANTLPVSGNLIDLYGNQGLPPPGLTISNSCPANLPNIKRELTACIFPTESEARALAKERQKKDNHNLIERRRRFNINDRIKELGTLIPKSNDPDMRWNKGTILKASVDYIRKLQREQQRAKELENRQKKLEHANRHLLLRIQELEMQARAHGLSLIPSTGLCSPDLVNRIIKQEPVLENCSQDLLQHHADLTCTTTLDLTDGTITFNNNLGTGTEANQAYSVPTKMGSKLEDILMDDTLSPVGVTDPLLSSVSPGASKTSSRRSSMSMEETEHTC
FBW7 act: FBW7 E3 ligase activators, primary screen, biochemical, AlphaScreen, human. F-box/WD repeat-containing protein 7 (Homo sapiens), Q969H0. AlphaScreen FBW7–phospho-cyclin E peptide binding, activator screen. normalized activity (activation), % at 26.1 µM. hit rate 0.13% among 650,000. AID 1259310, 2017; in the data active = normalized activity above about 1.9%;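 also: purified mutant Fbw7 with reduced substrate affinity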
GPR151 activ: activators of human GPR151, primary screen, cell-based, PathHunter beta-arrestin, luminescence. PathHunter beta-arrestin GPR151 cells. activation, % at 11.2 µM. hit rate 1% among 650,000; in the data active = activation above about 4.9%;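 also: 0% = median of compound wells and 100% = cells with positive control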
Target sequence (Q8TDV0 whole entry, looked up): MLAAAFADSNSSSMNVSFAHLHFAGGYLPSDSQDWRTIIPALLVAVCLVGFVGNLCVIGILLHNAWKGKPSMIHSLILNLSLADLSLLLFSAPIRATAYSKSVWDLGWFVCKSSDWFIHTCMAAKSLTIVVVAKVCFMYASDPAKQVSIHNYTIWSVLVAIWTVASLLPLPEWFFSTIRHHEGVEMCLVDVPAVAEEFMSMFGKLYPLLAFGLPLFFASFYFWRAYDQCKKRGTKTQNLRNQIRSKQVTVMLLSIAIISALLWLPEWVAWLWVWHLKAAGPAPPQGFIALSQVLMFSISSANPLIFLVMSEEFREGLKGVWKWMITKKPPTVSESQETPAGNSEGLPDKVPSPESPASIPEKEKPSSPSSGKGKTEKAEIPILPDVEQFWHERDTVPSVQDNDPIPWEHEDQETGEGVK
Active calls of the source: *; & = joins results of further samples. This is a random part of the collection (roughly 3.5% active in at least one column).

SMILES	TEAD-YAP inh	MITF primary	FBW7 act	GPR151 activ
Cc1ccc(NCN2C(=O)/C(=C\c3ccccc3)NC2=S)c(C)c1	-9	-6	0.0	0.7
CCCCn1c(COc2ccc(Cl)cc2)nnc1SCC(N)=O	9	6	0.0	0.0
COC(=O)c1c(OCc2ccc(F)cc2)cc(=O)n2c1CCN(Cc1cccnc1)CC2	-12	6	0.2	2.6
O=C(C1Cc2ccccc21)N1CCC2(CC1)OCc1ccccc1O2 (stereo not given)	-9	-8	-0.1	-0.6
COc1cccc(NC(=O)c2ccc(-c3ccc(O)cc3)nc2N2CCOCC2)c1	-10	-14	0.2	-0.6
COc1ccc(-n2nc(C(=O)Nc3ccc(C(F)(F)F)cc3)c3ccccc3c2=O)c(OC)c1	-2	-14	-0.1	0.2
COc1cc(C=O)ccc1OCCN1CCOCC1	40*	1	0.1	0.2
CCOC(=O)Cn1c(=O)c2c(nc3n(CC)c(C)c(C)n23)n(C)c1=O	11	-7	-0.1	0.8
CCN1CCN(Cc2ccc(NC(=O)Cc3noc4ccccc34)cc2)CC1	-52	5	0.0	0.2
COc1ccccc1CCC(=O)N1CCc2nncn2CC1	-14	10	0.1	0.5
COC(=O)c1c(NC(NC(=O)C(C)C)(C(F)(F)F)C(F)(F)F)sc2c1CCCC2	1	-8	-0.1	0.1
Cc1ccc(-c2ccc(/C=C3/NC(=S)NC3=O)o2)cc1Cl	0	13	-0.1	0.7
COc1cc2[nH]c(=O)c(C(=O)NC3CCCC3)c(O)c2cc1OC	-4	-4	0.0	-0.1
CCOc1ccc(-c2csc(C3COc4ccccc4O3)n2)cc1 (stereo not given)	-28	-3	-0.2	-0.1
C=CCN(C)C(=O)c1cnc2scc(-c3ccc(Cl)s3)n2c1=O	-5	-3	0.3	0.4
Cc1ccccc1-n1c(O)c(C=NCCCC(C)C)c(=O)[nH]c1=O	10	-3	0.2	8.5*
COc1ccc(C(=O)Nc2cccc3c2C(=O)c2ccccc2C3=O)cc1OC	8	-11	0.1	-1.0
CC(=O)c1ccc(NC(=O)CN2CCC(C(=O)c3ccc(F)cc3)CC2)cc1	6	8	0.0	1.2
CNC(=O)c1cncnc1Nc1cc(Nc2ccc3c(c2)CC(=O)N3)ncc1C(F)(F)F	25	2	0.0	0.0
Cc1cccc(-c2cccc(NC(=O)C3CCCN(Cc4ccc(CO)o4)C3)c2)c1 (stereo not given)	0	1	0.0	1.4

Entries above that have a Cl atom:
SMILES	TEAD-YAP inh	MITF primary	FBW7 act	GPR151 activ
CCCCn1c(COc2ccc(Cl)cc2)nnc1SCC(N)=O	9	6	0.0	0.0
Cc1ccc(-c2ccc(/C=C3/NC(=S)NC3=O)o2)cc1Cl	0	13	-0.1	0.7
C=CCN(C)C(=O)c1cnc2scc(-c3ccc(Cl)s3)n2c1=O	-5	-3	0.3	0.4

Continued:
SMILES	TEAD-YAP inh	MITF primary	FBW7 act	GPR151 activ
CC(=O)C1=C(C)Nc2ncnn2C1c1ccc(C(C)C)cc1 (stereo not given)	-10	7	-0.3	-0.9
COc1ccc(CCNc2cc(-c3ccc(C(N)=O)cc3)nc(N)n2)cc1	-7	12	0.5	1.1
CCOC(=O)CNC(=O)CN1C(=O)CC(c2ccco2)Sc2ccccc21 (stereo not given)	6	-2	0.1	0.6
CCOC1=C(C#N)C(c2ccncc2)C(C(N)=O)=C(C)O1 (stereo not given)	5	-7	0.1	1.8
CCCc1cc(C(=O)OC)c(NC(=O)c2c(F)cccc2F)s1	7	-4	0.0	-0.1
Cc1nc2ccc3nc(NC(=O)c4cccc(Oc5ccccc5)c4)sc3c2s1	-9	13	0.1	-0.7
Cc1sc2nc(SCc3ccc([N+](=O)[O-])cc3)[nH]c(=O)c2c1C	-6&-8	0&-5	-0.3&0.1	1.7&0.0
CN(c1ccc(C(=O)Nc2cccnc2)cc1)S(=O)(=O)c1ccc(Cl)cc1	-7	4	0.0	1.5
CC(=O)Nc1ccc(NC(=O)c2ccccc2)c(C)c1	4	1	12*	1.9
Cc1ccccc1C1=N/C(=C\c2coc3ccccc3c2=O)C(=O)O1	2	6	-0.1	0.1
COC(=O)c1c(OC2CCCC2)cc(=O)n2c1CCN(C(=O)[C@@H]1CCCN1C(C)=O)CC2	-15	14	0.0	0.1
CCOC(=O)c1ccc(NC(=O)C2OC3OC(C)(C)OC3C3OC(C)(C)OC23)cc1 (stereo not given)	-2	0	0.1	0.8
CCOC(=O)CNC(=O)CSc1nnc2c3c4c(sc3nc(C(C)C)n12)CCCC4	-3	-1	0.0	-0.2
O=C(NCc1ccc2c(c1)OCO2)C(=O)Nc1ccc(F)cc1F	2	-4	0.0	1.9
Cc1nn(C)c(C)c1/C=C1\CCCC2=C1OC(N)=C(C#N)C2c1c(C)nn(C)c1C (stereo not given)	-4	3	0.0	0.1
O=C1NC2(O)CC(C3COC2O3)C1[N+](=O)[O-] (stereo not given)	0	22	0.1	-1.0
CCOCCCNC(=O)c1cc(=O)[nH]c2ccc(S(=O)(=O)N3CCCC3)cc12	9	8	0.0	3.4
Cc1ccc(-c2nc(NC(=O)CSc3nnc4ccccn34)ns2)cc1	8	1	-0.1	0.2
Cc1nn(CCC#N)c2nc(-c3ccc4c(c3)OCO4)cc(C(=O)O)c12	2	1	0.2	-0.2
Cc1nnc(N2C(=O)C(O)=C(C(=O)c3ccco3)C2c2ccccc2F)s1 (stereo not given)	16	10	-0.1	-0.1

Record cards, from the list above. Order of screens: TEAD-YAP inh | MITF primary | FBW7 act | GPR151 activ
`CCOC1=C(C#N)C(c2ccncc2)C(C(N)=O)=C(C)O1` (stereo not given) as listed: 5 | -7 | 0.1 | 1.8
`C=CCN(C)C(=O)c1cnc2scc(-c3ccc(Cl)s3)n2c1=O` as listed: -5 | -3 | 0.3 | 0.4

Continued.
SMILES	TEAD-YAP inh	MITF primary	FBW7 act	GPR151 activ
N#Cc1c(N)nc2sc(C(=O)c3ccc(Cl)cc3)c(N)c2c1-c1ccccc1	19	-5	0.0	1.2
O=C(O)CCCNC(=O)/C(=C\c1ccc(Br)cc1)NC(=O)c1ccccc1	-2	19	0.4	2.4
COc1ccc(CNC(=O)c2nnn(Cc3ccc(SC)cc3)c2N)cc1	4	25	0.9	-0.6
Cn1c(=O)cc(N2CCCC2)n(Cc2ccc(F)cc2F)c1=O	1	10	0.0	-0.8
CCCCCn1c(=S)[nH]c2cc(C(=O)NCCc3ccc(Cl)cc3)ccc2c1=O	8	6	0.1	-1.4
Cc1ccc(S(=O)(=O)Nc2ccccc2C(=O)N=c2sc3ccccc3n2C)cc1	-6	-9	0.0	0.2
COC(=O)c1ccc(S(=O)(=O)N(CCO)Cc2cc3cc(C)c(C)cc3[nH]c2=O)cc1	-5	-4	0.0	1.6
C#CCNCC(O)COc1ccc(OCC)cc1 (stereo not given)	-21	66*	0.2	-1.4
Nc1nc(Cl)cc(Oc2ccc(Cl)cc2)n1	-16	-3	0.2	-0.6
Cc1ccc(NS(=O)(=O)c2cccc3nonc23)cc1F	8	-2	0.0	-0.2
O=C(NCc1cccs1)C1C2C=CC3(CN(CCCN4CCOCC4)C(=O)C13)O2 (stereo not given)	0	8	0.1	1.3
CCCNc1nccn2c(-c3cnn(C)c3)cnc12	-48	14	-0.2	-0.3
Cc1ccc(-c2csc(N(Cc3ccco3)C(=O)CCl)n2)cc1	-61	12	0.6	-0.3
CCN1CCN(CCCNC(=O)C2CCCN(c3nn4c(=O)cc(C)nc4s3)C2)CC1 (stereo not given)	2	-17	-0.1	2.5
Cc1ccccc1SCCNC(=O)Nc1cccc(NC(=O)NCCSc2ccccc2C)c1	-3	3	0.0	0.5
CCn1c(SCC(=O)Nc2ccccc2N2CCOCC2)nnc1-c1ccccc1C	10	6	0.0	0.3
Cc1ccc(F)c(CN[C@H]2C[C@H]3C(=O)N[C@@H](COCc4ccccc4)C(=O)N3C2)c1	-17	6	1.1	0.5
CCCCOC(=O)C1=C(C)NC2=C(C(=O)CC(C)(C)C2)C1c1ccc(C)cc1 (stereo not given)	1	15	0.4	1.6
O=C1OC(c2ccc3c(c2)OCO3)=N/C1=C\c1ccco1	7	22	0.3	0.1
O=c1[nH]cnc2c1C(c1ccccc1)c1c(nc[nH]c1=O)O2	2	4	-0.5	0.6
COc1cccc(C(=O)O/N=C(\N)c2ccc([N+](=O)[O-])cc2)c1	-7	6	0.8	0.3
CCCCOc1ccc(C(=O)N/C(=C/c2cccc([N+](=O)[O-])c2)C(N)=O)cc1	-1	-2	0.0	0.0
CCOC(=O)c1c(NC(=O)CSc2nnc(CNC(=O)Cc3ccc(OC)cc3)n2-c2cccc(C)c2C)sc2c1CCCC2	10	-21	0.2	-0.6
O=c1[nH]cnc2c1nc(SCc1ccccc1)n2C1OC(CO)C(O)C1O (stereo not given)	0	-29	-1.0	-0.4
O=C(OCCNc1ncc(C(F)(F)F)cc1Cl)C1CCC1	-3	11	0.0	-0.2
CSc1ccc(/C=C2\N=C(c3ccc(C)c(C)c3)OC2=O)cc1	5	1	-0.1	2.3
CCOc1nc(C)c([N+](=O)[O-])c(Nc2ccccc2OC)n1	0	5	0.0	0.6
CC1=NN(c2ccccc2)C(=O)/C1=C/c1cccn1-c1ccccc1	-44	64*	-1.3	-0.7
Cn1cc(CN2CCN(Cc3ccc(F)cc3)C(CCO)C2)cn1 (stereo not given)	0	-1	0.0	-0.2
Cc1ccc(Cl)cc1N(CC(=O)Nc1ccc2c(c1)OCO2)S(C)(=O)=O	1	-19	-0.2	3.2
CC(=O)Oc1ccc(N2C(=O)CCC2=O)cc1	2	10	0.0	-1.1
O=C(OCCN1C(=O)c2cccc3c(N4CCCCC4)ccc(c23)C1=O)c1ccc([N+](=O)[O-])cc1	-4	-8	0.0	-0.5
CC1=NN(c2ccccc2)C(=O)/C1=C\c1cc(C)n(-c2sc3c(c2C(=O)Nc2ccccc2)CCCC3)c1C	-9	-7	-0.2	3.0
CN(C)c1ccc(/C=N/NC(=O)c2nn(C)cc2[N+](=O)[O-])cc1	-15	-6	0.0	0.0
CCCCCCCC1C(=O)CC(c2ccccc2O)NC1c1ccccc1O (stereo not given)	-3	-3	0.1	1.5
Cc1cc(Oc2cccc(C#N)c2C#N)cc(Oc2cccc(C#N)c2C#N)c1	10	5	0.3	-0.8
Cc1ccc(NC(=O)Nc2ccc(S(=O)(=O)Nc3ccccn3)cc2)cc1	2	11	-0.3	-0.9
CCCOc1ccc(C(=O)Nc2cccc3nsnc23)cc1	-48	-9	1.1	-0.6
c1ccc2c(c1)[nH]c1nc(SCc3cn4ccsc4n3)nnc12	0	-17	-0.1	2.0
CN(C)c1ccc(C2C(C#N)=C(N)N(c3ccc(Cl)cc3)C3=C2C(=O)CCC3)cc1 (stereo not given)	-8	9	0.3	0.6

2 entries from above, field by field.
SMILES: CC1=NN(c2ccccc2)C(=O)/C1=C\c1cc(C)n(-c2sc3c(c2C(=O)Nc2ccccc2)CCCC3)c1C
  TEAD-YAP inh: -9; MITF primary: -7; FBW7 act: -0.2; GPR151 activ: 3.0

SMILES: CCCCCCCC1C(=O)CC(c2ccccc2O)NC1c1ccccc1O (stereo not given)
  TEAD-YAP inh: -3; MITF primary: -3; FBW7 act: 0.1; GPR151 activ: 1.5

(cont.)
SMILES	TEAD-YAP inh	MITF primary	FBW7 act	GPR151 activ
CCN1CCN(c2ccc(NC(=O)c3cncc(Br)c3)cc2Cl)CC1	-9	-4	-0.1	0.3
COc1ccc(CN2CC34C=CC(O3)C(C(=O)O)C4C2=O)cc1 (stereo not given)	-7	3	0.0	1.4
Cc1ccc(NC(=O)c2ccccc2NS(=O)(=O)c2ccccc2)c(C(=O)c2ccccc2)c1	-7	-5	-0.2	-0.4
O=C(NCc1ccc(Cl)cc1)NCc1noc2ccccc12	-7	9	0.1	0.0
O=[N+]([O-])c1cccc(S(=O)(=O)n2c(SCc3ccccc3F)nc3ccccc32)c1	-87	9	0.6	-1.6
NCC1CCCCC1CC(=O)O (stereo not given)	5	8	0.3	2.0
COc1cccc(CNC(=O)C2CC(=O)N(C3CCCCC3)C2)c1 (stereo not given)	5	0	0.3	0.9
O=C(c1ccco1)N1CCN(C(=O)N2c3ccccc3Sc3ccccc32)CC1	51*	22	0.3	0.3
COc1cccc(OC)c1NC(=O)c1nc2c(nnn2Cc2cccc(Cl)c2)c(=O)[nH]1	-10	-15	-0.2	-0.3
CCCCNS(=O)(=O)c1ccc(NS(=O)(=O)c2cc(Cl)ccc2Cl)cc1	4	-5	0.0	-0.3
O=C(CSc1nnc(CNC(=O)c2cccs2)n1-c1ccc(F)cc1)Nc1nccs1	-2	-11	0.3	-0.3
COc1ccc(C2=NOC(C(=O)N3CCCc4ccccc43)C2)cc1 (stereo not given)	-7	3	-0.1	0.0
CC(=O)N1CCN(c2ccccc2NC(=O)COc2cc(C)c(Cl)c(C)c2)CC1	-12	-1	0.0	-0.2
COC(=O)c1cc(NC(=O)/C=C/c2cccc([N+](=O)[O-])c2)cc(C(=O)OC)c1	3	-4	0.0	1.0
O=C(COc1ccc([N+](=O)[O-])cc1)OCCOc1ccc([N+](=O)[O-])cc1	-2	-10	-0.5	0.4
Oc1c(C(c2ccc(Cl)cc2)N2CCC(O)CC2)sc2nc(-c3ccco3)nn12 (stereo not given)	1	-11	0.1	0.8
Cn1c(=NC(=O)CCOc2ccccc2)sc2cc(Cl)ccc21	-2	10	0.2	-0.4

Compound activity as filed in PubChem.
